# ASAP1 GAP inh: ASAP1 ArfGAP inhibition. AID 624377. inhibition, % at 16.5 µM. 360,000 compounds, 0.19% hits. ASAP1-stimulated ARF1 GTP hydrolysis, GDP FP detection; in the data active = inhibition above about 25%;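 also: 0% = vehicle with enzyme and substrate and 100% = no enzyme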
# Target sequence (Q9ULH1 325-724 limits assumed): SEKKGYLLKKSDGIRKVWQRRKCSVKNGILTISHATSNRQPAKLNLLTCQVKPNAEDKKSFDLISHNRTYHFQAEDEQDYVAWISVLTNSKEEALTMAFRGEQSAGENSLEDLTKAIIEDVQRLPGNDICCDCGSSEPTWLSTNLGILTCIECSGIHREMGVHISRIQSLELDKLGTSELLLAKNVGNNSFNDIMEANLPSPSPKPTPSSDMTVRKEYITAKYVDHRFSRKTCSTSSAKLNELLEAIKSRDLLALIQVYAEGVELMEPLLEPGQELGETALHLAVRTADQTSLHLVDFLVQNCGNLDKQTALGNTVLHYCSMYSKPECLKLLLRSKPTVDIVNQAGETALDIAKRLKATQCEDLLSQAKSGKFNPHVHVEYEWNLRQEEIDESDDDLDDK
# KLK7 zymogen act: proKLK7 (human) activation, primary screen; activation, % at 7 µM; purified proKLK7, EDANS-DABCYL substrate fluorescence; 100% is mature enzyme control, 0% vehicle; 370,000 compounds, 0.9% hits;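 active = activation above the mean of all tested compounds plus 3 SD, computed per campaign excluding outliers beyond control limits, cut at about 13% in these data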
# UHRF1 MBD2 ctr: UHRF1 methyl-DNA binding inhibition | Q96T88 | UHRF1 binding to methylated oligo, TR-FRET | inhibition, % at 4.4 µM | 370,000 compounds, 0.75% hits | AID 687016; in the data active = inhibition above about 21%;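 also: UHRF1 SRA domain binding a hemimethylated CpG hairpin DNA probe; 0% = median of test compound wells and 100% = reference inhibitor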
# PLCb3 inh: inhibitors of human phospholipase C beta3; 370,000 compounds, 0.18% hits; Purified PLC-beta3, fluorogenic substrate, fluorescence; AID 720704; inhibition, % at 12.2 µM; Q01970; in the data active = inhibition above about 11%;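 also: 0% = median of compound wells on plate and 100% = full blocker control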
# Tn7 DDE FP: disrupts Tn7 cyclic peptide binding to fibrin D-Dimer-E complex; 370,000 compounds, 0.13% hits; AID 720508; P02675; inhibition, % at 8.3 µM; FP displacement of FITC-Tn7 peptide from fibrin DD(E); 0% = median of compound wells per plate;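 active = inhibition above the mean of compounds falling within the control limits plus 3 SD of them, cut at about 14% in these data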;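 also: 0% = plate median of compound wells and 100% = 10 µM Aha-Tn7 peptide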
#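 Measure: % inhibition scaled between sample-field median and high-control FP; Test system: human fibrin DD(E); Quantity: 2 µM final DD(E) protein; Doses: one dose, 8.3 µM nominal; Schedule: compound with protein 10 min, then 3 h after probe, room temperature; Detection: fluorescence polarization; Medium: Tris buffer with calcium and detergent, pH 7.8.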
# PLCg1 inh: inhibitors of human phospholipase C gamma1. purified PLC-gamma1, fluorogenic substrate, fluorescence. inhibition, % at 12.2 µM. 370,000 compounds, 0.84% hits. AID 720700; in the data active = inhibition above about 9.5%
# ARFGAP1 inh: inhibits rat ARF GTPase activating protein 1; inhibition, % at 16.5 µM; Arfgap1-stimulated ARF1 GTP hydrolysis, GDP FP detection; AID 651572; 360,000 compounds, 0.26% hits; Q62848;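 active = inhibition above a per-plate limit, mean inhibition of low control wells plus 3 SD, cut at about 25% in these data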;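 also: 0% = DMSO wells with enzyme and 100% = wells lacking Arfgap1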
# Target sequence (Q62848 1-136 limits assumed): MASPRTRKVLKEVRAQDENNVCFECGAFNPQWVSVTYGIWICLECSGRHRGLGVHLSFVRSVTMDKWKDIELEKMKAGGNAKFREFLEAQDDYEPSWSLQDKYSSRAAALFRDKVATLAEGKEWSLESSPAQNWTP
#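 System: truncated rat Arfgap1 GAP domain / Benchmarks: high control wells lacking Arfgap1, low control full reaction with DMSO / Times: compound-enzyme preincubation 20 min, reaction 120 min, detection 60 min, 25 °C / Repeats: one replicate per compound / Also added: human ARF1(Δ1-17)-GTP substrate / Measured by: Tracer-displacement fluorescence polarization with EDTA stop, 620/688 nm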
# ADAM17 inh: inhibits human ADAM17; recombinant ADAM17, EDANS/DABCYL FRET peptide cleavage; P78536; 370,000 compounds, 0.83% hits; inhibition, % at 6.95 µM; AID 720648;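 active = inhibition above the mean of compounds lying between control limits plus 3 SD, set per campaign, cut at about 8.5% in these data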;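 also: 0% = DMSO-only wells as the low control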
# Tn6 DDE FP: DD(E)-Tn6 binding inhibition, primary FP screen. P02675. Fibrin DD(E) TRITC-Tn6 fluorescence polarization displacement. inhibition, % at 8.3 µM. 370,000 compounds, 0.21% hits;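 active = inhibition above a per-campaign cutoff: mean of compounds within control limits plus 3 SD, cut at about 15% in these data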;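 also: 0% = median of all compound wells on the plate and 100% = blocking peptide control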
# MBD2 DNA inh: blocks human MBD2 binding to methylated DNA; Q9UBB5; TR-FRET, MBD2 binding to methylated oligonucleotide; inhibition, % at 4.4 µM; 370,000 compounds, 0.31% hits; AID 686964; in the data active = inhibition above about 13%
# Target sequence (Q9UBB5 whole entry, looked up): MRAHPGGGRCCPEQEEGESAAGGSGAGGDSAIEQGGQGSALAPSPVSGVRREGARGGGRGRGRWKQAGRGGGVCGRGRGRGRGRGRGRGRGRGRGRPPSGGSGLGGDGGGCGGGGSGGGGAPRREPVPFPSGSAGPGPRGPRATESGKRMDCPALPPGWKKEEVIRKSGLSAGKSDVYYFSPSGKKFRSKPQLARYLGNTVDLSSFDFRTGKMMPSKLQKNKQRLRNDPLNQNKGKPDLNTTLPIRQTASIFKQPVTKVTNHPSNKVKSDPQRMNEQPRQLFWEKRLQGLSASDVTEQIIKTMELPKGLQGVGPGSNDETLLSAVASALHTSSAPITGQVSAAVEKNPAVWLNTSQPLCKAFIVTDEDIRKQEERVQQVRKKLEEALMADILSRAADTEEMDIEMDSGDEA
# Active calls of the source: *; i = inactive.
SMILES,ASAP1 GAP inh,KLK7 zymogen act,UHRF1 MBD2 ctr,PLCb3 inh,Tn7 DDE FP,PLCg1 inh,ARFGAP1 inh,ADAM17 inh,Tn6 DDE FP,MBD2 DNA inh
O=C(CCn1cnnn1)N1CCCC(Nc2ccc(F)cc2)C1 (configuration not stated),2.7,-0.7,-2.2,-9.8,2.1,-1.6,-4.4,-4.1,9.1,2.3
COc1ccccc1C(c1nnnn1C(C)(C)C)N1CCN(Cc2ccncc2)CC1 (configuration not stated),-5.6,-1.1,3.2,2.7,0.5,4.3,-4.3,1.7,9.0,-0.1
CC(C)=NN1C(c2nonc2N)=NOC1(C)C,-2.9,0.3,-0.2,-6.0,-0.7,0.7,-4.2,-0.8,7.6,-0.7
N/C(Cc1cccs1)=N\OC(=O)COc1ccccc1Cl,-2.6,0.6,-1.0,-1.5,2.5,0.6,6.4,-1.4,8.5,-0.8
CN1CCCC(C)(C(=O)Nc2cccc(Oc3ccccc3)c2)C1 (configuration not stated),10.4,-0.5,0.9,3.0,0.6,-2.2,5.8,-5.3,-4.0,-4.7
CC(=O)Nc1ccc(NC(=O)CSc2nnc(NC(=O)C3CC(=O)N(c4ccc(F)cc4)C3)s2)cc1 (configuration not stated),-6.0,0.6,0.7,-8.1,5.9,-3.6,-2.0,0.6,-5.7,3.1
CC(=O)Nc1cc(C(=O)N2CCCC2)ccc1Sc1ccc(Cl)cc1,-7.6,-0.4,2.3,-1.4,-6.8,-2.0,-6.6,-3.6,-5.0,0.5
CCOc1ccccc1N1CCN(CC(=O)NCCc2ccc(S(N)(=O)=O)cc2)CC1,-4.4,0.5,1.6,3.5,-3.7,0.1,-8.4,0.0,1.6,2.0
CC(C)(C)NC(=O)c1cccnc1Sc1ccccc1,-15.9,-0.3,-1.9,-5.3,0.5,-1.1,-13.9,-2.5,4.5,-4.6
CCn1c(SCC(=O)Nc2ccccc2C(=O)OC)nnc1-c1ccc(N)cc1,-3.2,0.3,-1.1,-1.7,3.9,2.8,-6.0,2.0,-0.1,0.0
C[C@H]1Cn2cnc(C(=O)NCc3ccc(CNC(=O)OC(C)(C)C)cc3)c2C(=O)N1,8.2,-0.4,-1.7,-0.5,11.8,2.1,-4.4,2.7,2.6,3.0
CCN(CC)CCNC(=O)c1ccc(NC(=O)C2CCN(c3ncnc4sc(C)c(C)c34)CC2)cc1,-0.2,0.2,-3.2,-6.7,-3.5,-2.7,19.3,1.2,-8.2,-5.5
COC(=O)[C@@]12C[C@@H](CC(=O)N3CCN(C(=O)C4CC4)CC3)C(=O)N(Cc3ccco3)C1=CCC(C)(C)C2,-2.1,-0.7,0.5,0.8,3.1,1.1,2.8,-3.5,-1.7,1.4
CC1CCCCN1CCCNC(=O)Cn1c(=O)c2cccn2c2ccccc21 (configuration not stated),-11.1,0.2,1.9,-3.0,2.5,-1.4,-11.8,-2.9,1.9,2.5
O=C(NCc1ccccc1)Nc1cccn(Cc2ccc(F)cc2)c1=O,1.8,-0.1,-4.1,-5.6,5.5,-8.6,-0.4,-13.5,2.7,0.8
Cc1ccc(S(=O)(=O)NC2=NCN(CC(=O)O)CN2)cc1,0.7,-0.8,2.8,0.2,-9.7,4.7,-1.0,2.1,5.7,-0.5
Cc1ccc(CNC(=O)CSc2nc3ccccc3c(=O)n2CC2CCCO2)cc1 (configuration not stated),2.2,0.4,1.6,-11.8,3.7,-2.3,-1.5,-6.6,-4.3,1.7
O=C(Cc1c(F)cccc1Cl)Nc1ccncc1,4.6,0.2,1.4,1.2,0.6,1.3,-5.8,-2.5,11.0,-5.9
COc1ccc(F)c(CN2CCN(CCc3ccccc3)C(CCO)C2)c1 (configuration not stated),4.0,0.1,-0.5,-9.0,4.6,0.1,0.3,-7.3,7.3,0.9
O=C(COc1cccc(C(F)(F)F)c1)Nc1ccc2[nH]ncc2c1,4.6,0.2,-1.1,-5.2,-1.7,2.0,0.2,4.2,-5.7,-2.9
Cc1cccc(NC(=S)NCc2ccc3c(c2)OCO3)c1C,1.6,-0.1,0.9,0.5,1.5,0.4,15.7,0.4,2.9,-1.6
COc1ccc(S(=O)(=O)N2CCc3ccccc32)cc1NC(C)=O,-1.9,0.3,1.8,3.2,-4.9,2.2,5.1,1.4,-1.5,3.3
O=c1[nH]c(=O)n(C2C[C@H](O)[C@@H](CO)O2)cc1C(F)(F)F (some centres not stated),-4.1,0.2,0.4,-0.6,2.5,0.4,6.6,-3.3,-7.6,0.0
Cc1cc(C)nc(N2CCN(c3ccc(F)cc3)CC2)n1,-7.8,0.7,2.9,-5.4,-0.9,-0.1,-1.8,-0.4,4.1,2.5
Nc1[nH]c(C(=O)c2ccccc2)c(-c2ccccc2Br)c1C(=O)NCCc1ccc(Cl)cc1Cl,-3.9,-0.5,-2.3,-12.4,0.6,0.1,4.6,-0.9,-4.3,5.5
COc1ccc(N2CCN(S(=O)(=O)c3cn(C)c(=O)n(C)c3=O)CC2)cc1,0.8,-0.2,3.7,-8.2,2.5,-0.8,-1.6,-5.5,-0.4,3.6
O=C(COC(=O)c1cc(S(=O)(=O)N2CCOCC2)ccc1Cl)NC1CCCCC1,12.2,0.9,4.4,-0.3,3.5,4.6,-4.6,-3.5,-3.9,-5.6
Cc1cc2occ(CC(=O)Nc3nccs3)c2cc1C(C)C,6.0,0.3,-1.0,3.4,2.2,0.8,2.7,-5.4,-4.5,1.1
COC(=O)c1c(NC(=O)CCS(=O)(=O)c2ccccc2)sc2c1CCN(C)C2,1.5,-0.3,-0.9,-0.1,7.5,-2.8,1.0,-0.2,0.1,-2.5
O=C(c1ccco1)N1CCN(c2ccc(N3CCCCC3)nn2)CC1,-11.2,1.3,-1.0,-392.0,-2.6,-364.9,-4.9,-77.7,-2.0,-2.7
Cc1ccc(NC(=O)CNc2ccccc2N2CCCC2=O)cc1S(=O)(=O)N1CCOCC1,-0.6,0.0,-0.4,5.3,-5.4,2.9,10.1,-1.0,-11.3,5.2
Oc1cccnc1SCc1ccccc1,6.0,-0.5,-3.0,8.8,-4.8,8.0,18.1,8.5,4.4,-3.3
CCOc1ccccc1C(=O)NCC(=O)N(C)Cc1cccnc1,-6.1,0.1,0.7,-2.4,1.5,-0.6,20.4,-1.0,-5.4,2.4
COc1ccc(C(c2sc3nc(C)nn3c2O)N2CCN(CCO)CC2)cc1OC (configuration not stated),-2.1,-0.2,1.6,-0.6,-2.0,-2.6,-8.2,0.8,-1.5,2.5
CCOCCCNC(=O)c1ccc(OC)c(OC2CCN(C(C)C)CC2)c1,-4.0,-0.3,4.2,-1.0,-1.6,0.9,15.3,0.2,0.8,1.4
O=S(=O)(c1ccc(Cl)cc1)N1CCCC(c2nc(-c3ccc(F)cc3)no2)C1 (configuration not stated),6.2,0.4,-0.9,1.9,6.4,-0.3,1.2,-3.0,-1.4,-0.3
CC(Sc1ncn[nH]1)C(=O)Nc1ccc(Cl)cn1 (configuration not stated),7.0,0.3,2.7,-3.8,0.9,1.1,-3.4,-5.8,-1.4,4.0
CCOC(=O)c1[nH]c2ccc(OC)cc2c1NC(=O)CN1CCc2ccccc2C1,2.1,-13.1,-0.4,i,-0.2,i,1.5,-127.3,5.9,-4.9
Cc1cccc(NC(=O)C2CCN(C(=O)c3ccco3)CC2)c1C,-4.1,-0.5,0.6,-4.8,5.0,1.2,-16.5,-2.1,-3.7,-1.9
CCN1C(=O)c2ccc(-c3nc4ccccc4c(=O)o3)cc2C1=O,1.9,-0.5,1.8,-2.1,4.2,-2.4,-4.3,-2.7,6.1,1.6
CC(=O)N1c2ccccc2NC2=C(C(=O)CCC2)C1c1ccco1 (configuration not stated),-16.3,0.3,0.8,-30.0,-2.8,-16.0,-0.6,-8.6,7.0,-3.0
CCCCOc1ccc(-c2nnn(CCC(=O)N3CCOCC3)n2)cc1,-0.2,0.4,-1.9,1.1,-4.2,3.4,2.8,0.0,-1.7,-3.2
FC(F)(F)c1ccc(/C=N/NC(=S)NC2CCCCC2)cc1,8.7,0.2,-0.8,0.4,4.3,-0.7,1.1,-0.6,-2.3,-0.6
N#Cc1ccccc1NC(=O)COC(=O)CSc1nc2ccccc2o1,-3.2,0.3,2.5,-4.2,-1.3,-5.0,2.4,-3.5,3.9,6.8
CCOC(=O)c1ccc(N2C(=O)C3CC=C(C)CC3C2=O)cc1 (configuration not stated),1.8,0.1,2.8,1.3,7.9,-0.8,-5.9,-4.5,8.7,3.1

# In the list so far, these have fluorine.
SMILES,ASAP1 GAP inh,KLK7 zymogen act,UHRF1 MBD2 ctr,PLCb3 inh,Tn7 DDE FP,PLCg1 inh,ARFGAP1 inh,ADAM17 inh,Tn6 DDE FP,MBD2 DNA inh
O=C(CCn1cnnn1)N1CCCC(Nc2ccc(F)cc2)C1 (configuration not stated),2.7,-0.7,-2.2,-9.8,2.1,-1.6,-4.4,-4.1,9.1,2.3
CC(=O)Nc1ccc(NC(=O)CSc2nnc(NC(=O)C3CC(=O)N(c4ccc(F)cc4)C3)s2)cc1 (configuration not stated),-6.0,0.6,0.7,-8.1,5.9,-3.6,-2.0,0.6,-5.7,3.1
O=C(NCc1ccccc1)Nc1cccn(Cc2ccc(F)cc2)c1=O,1.8,-0.1,-4.1,-5.6,5.5,-8.6,-0.4,-13.5,2.7,0.8
O=C(Cc1c(F)cccc1Cl)Nc1ccncc1,4.6,0.2,1.4,1.2,0.6,1.3,-5.8,-2.5,11.0,-5.9
COc1ccc(F)c(CN2CCN(CCc3ccccc3)C(CCO)C2)c1 (configuration not stated),4.0,0.1,-0.5,-9.0,4.6,0.1,0.3,-7.3,7.3,0.9
O=C(COc1cccc(C(F)(F)F)c1)Nc1ccc2[nH]ncc2c1,4.6,0.2,-1.1,-5.2,-1.7,2.0,0.2,4.2,-5.7,-2.9
O=c1[nH]c(=O)n(C2C[C@H](O)[C@@H](CO)O2)cc1C(F)(F)F (some centres not stated),-4.1,0.2,0.4,-0.6,2.5,0.4,6.6,-3.3,-7.6,0.0
Cc1cc(C)nc(N2CCN(c3ccc(F)cc3)CC2)n1,-7.8,0.7,2.9,-5.4,-0.9,-0.1,-1.8,-0.4,4.1,2.5
O=S(=O)(c1ccc(Cl)cc1)N1CCCC(c2nc(-c3ccc(F)cc3)no2)C1 (configuration not stated),6.2,0.4,-0.9,1.9,6.4,-0.3,1.2,-3.0,-1.4,-0.3
FC(F)(F)c1ccc(/C=N/NC(=S)NC2CCCCC2)cc1,8.7,0.2,-0.8,0.4,4.3,-0.7,1.1,-0.6,-2.3,-0.6

# High-throughput results from PubChem.
